# Source: PubChem (several laboratories)
# phage Ecoli inh – E. coli growth loss with phage present. growth absorbance. inhibition, % at 11.9 µM. 360,000 tested, 0.26% active. AID 651602; in the data active = inhibition above about 11%
# MOR-DOR ag – agonists of human mu-delta opioid receptor heterodimerization; activation, % at 9.3 µM; P35372+P41143; 340,000 tested, 0.3% active; AID 504326; cells, OPRM1-OPRD1 heterodimerization, luminescence; in the data active = activation above about 18%;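 note: 0% = vehicle-treated cells and 100% = reference agonist; values of inactives mirror those of a sister screen read the other way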
# Target sequence (P35372 whole entry, looked up): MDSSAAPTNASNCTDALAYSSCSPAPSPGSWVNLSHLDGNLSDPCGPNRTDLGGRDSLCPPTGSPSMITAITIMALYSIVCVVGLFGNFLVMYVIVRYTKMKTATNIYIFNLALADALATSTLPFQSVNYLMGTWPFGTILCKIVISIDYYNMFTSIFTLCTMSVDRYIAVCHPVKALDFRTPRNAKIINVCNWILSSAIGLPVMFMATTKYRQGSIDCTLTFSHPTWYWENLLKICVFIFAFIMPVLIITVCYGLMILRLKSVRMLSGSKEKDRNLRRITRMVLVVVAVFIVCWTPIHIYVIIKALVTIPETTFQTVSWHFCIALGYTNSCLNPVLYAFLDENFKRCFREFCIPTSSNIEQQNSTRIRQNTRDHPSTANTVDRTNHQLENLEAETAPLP
# Target sequence (P41143 whole entry, looked up): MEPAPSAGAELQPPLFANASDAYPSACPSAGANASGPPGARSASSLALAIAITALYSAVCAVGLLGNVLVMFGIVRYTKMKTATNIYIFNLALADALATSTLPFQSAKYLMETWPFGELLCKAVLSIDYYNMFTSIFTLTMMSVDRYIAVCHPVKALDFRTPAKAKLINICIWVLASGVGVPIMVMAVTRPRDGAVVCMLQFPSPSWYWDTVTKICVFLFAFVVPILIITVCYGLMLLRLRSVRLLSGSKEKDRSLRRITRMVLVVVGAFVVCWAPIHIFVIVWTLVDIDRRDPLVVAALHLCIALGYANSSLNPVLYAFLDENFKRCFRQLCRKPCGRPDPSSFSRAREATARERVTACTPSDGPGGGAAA
# Pemphigus Ab inh – blocks pemphigus antibody binding to human desmoglein-3. DSG3-coupled beads, scFv-anti-DSG3-GFP binding, flow cytometry; hits give low values. AID 588358. 310,000 tested, 0.48% active. binding (percent of control), % at 10 µM;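 active = binding more than 3 SD below its plate's average and above zero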;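 note: hits lower antibody fragment binding to DSG3; some compounds called inactive have numbers as strong as hits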
# Arrestin-AP2 inh – blocks beta-arrestin peptide binding to AP2 adaptin | FITC-arrestin peptide / GST-AP2 beads, flow cytometry; AP2 beta2 appendage carries R879A mutation | inhibition, % at 10 µM | 340,000 tested, 0.31% active;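 active = inhibition above a set limit, near 3 SD of compounds lacking own fluorescence, cut at about 54% in these data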;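 note: plate controls were DMSO wells for no effect and 5 µM unlabelled arrestin peptide for full effect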
#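 Measured by: flow cytometry, FL1 (488/535 nm); Material: AP2 appendage R879A on GSH beads; Evaluation: percent response; Timing: pre-incubation 12 min, peptide binding 1 h, room temperature; Also added: 50 nM FITC-arrestin peptide; Medium: PBS with 0.05% Tween 20 and 0.1% BSA.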
# SUMO Mot1 rescue – blocks SUMOylation pathway, rescuing yeast Mot1-301 growth; S. cerevisiae Mot1-301 growth rescue, ATP luminescence, 38.5C; percent above DMSO median, 100 means doubled; growth rescue, % at 18.8 µM; 320,000 tested, 1% active;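 active = every valid replicate shows activation above 250% relative to neutral control wells; inactive = the rest, any valid replicate at or below 250%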;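 note: OY570 slx delta 5 strain wells were the positive control but not used for scaling; some compounds called inactive have numbers as strong as hits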
# Tat export inh – inhibitors of E. coli Tat protein transport. E. coli MC4100 TorA-mCherry Tat export, fluorescence. inhibition, % at 10 µM. 340,000 tested, 0.036% active. AID 488895;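 active = mean replicate inhibition at least 50% and at least half of replicates individually reaching 50%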;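 note: exported cargo escapes ClpAP degradation while cytoplasmic cargo is degraded and loses fluorescence; 0% = median of neutral control wells and 100% = median of NaSCN control wells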
# PfHsp90 yeast 2 – reduces growth (ATP signal) of yeast expressing P. falciparum Hsp90; AID 504621; inhibition, % at 9.4 µM; S. cerevisiae expressing PfHsp90, BacTiter-Glo ATP, 48 h; yeast lacking PDR1 and PDR3 efflux regulators; 310,000 tested, 0.32% active;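 active = every replicate shows inhibition above about 80%, whatever the replicate mean, limit read from the data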;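 note: 0% = DMSO neutral controls and 100% = 20 µM radicicol positive controls; yeast relying on Plasmodium falciparum Hsp90 in place of its own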
# PKA-R1A activ – PKA-R1A complex activation. PKA-R1A dissociation, Cy5-IP20 fluorescence polarization; scaled: DMSO 0%, 113 µM cGMP 100%. activation, % at 11.4 µM. 340,000 tested, 0.083% active;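 active = percent activation above the mean of all tested compounds plus 3 SD, cut at about 19% in these data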;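 note: higher means more PKAc released from R1A so a rise in polarization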
# E coli growth – reduces bacterial viability in AddAB counter-screen. E. coli V3065 growth, OD600 absorbance, 18 h. inhibition, % at 11.9 µM. 330,000 tested, 0.27% active;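 active = inhibition above the campaign's mean inhibition across all tested compounds plus 3 SD, cut at about 9.9% in these data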;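 note: uninfected addAB+ strain grown without phage in ampicillin broth; 0% = DMSO wells and 100% = ciprofloxacin 0.95 µg/ml wells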
# MOR-DOR inv ag – inverse agonist of human OPRM1-OPRD1 heterodimerization. P35372+P41143. cell-based MOR-DOR heterodimer luminescence, inverse agonism. inhibition, % at 9.3 µM. 340,000 tested, 0.21% active. AID 504357; in the data active = inhibition above about 22%, passing the limit was not always enough;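 note: 0% = cells with DMSO and 100% = wells without cells with DMSO; values of inactives mirror those of a sister screen read the other way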
# AddAB inh – less growth of phage-infected E. coli with AddAB. E. coli expressing H. pylori AddAB, absorbance growth. inhibition, % at 11.9 µM. 330,000 tested, 0.29% active. AID 435030; in the data active = inhibition above about 12%;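 note: 0% = vehicle wells of infected cells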
# An asterisk follows results filed as active; . = not tested or not shown.
No.	Compound	phage Ecoli inh	MOR-DOR ag	Pemphigus Ab inh	Arrestin-AP2 inh	SUMO Mot1 rescue	Tat export inh	PfHsp90 yeast 2	PKA-R1A activ	E coli growth	MOR-DOR inv ag	AddAB inh
1	O=C(CCN1C(=O)c2ccccc2C1=O)N1CCN(c2ccccc2)CC1	0.9	1.8	101	9	-9	-10	.	7	-0.8	-10	1.4
2	Nn1c(Cc2ccccc2F)nnc1SCCOc1ccc(Cl)cc1	4.7	2.2	99	15	0	2	14	1	-0.1	-16	3.3
3	CCOCCCNC(=O)C(NC(=O)C1CCC(=O)N1)c1ccc(C)cc1 (stereo unspecified)	2.4	-1.8	94	23	-5	2	-5	-10	-3.5	11	0.2
4	COc1ccc(NC(=O)CN(C)C(=O)c2cccc(S(=O)(=O)Nc3ccccc3Cl)c2)cc1	3.2	0.4	110	37	109	5	-5	-10	0.9	-2	2.2
5	CCC(C)NS(=O)(=O)c1ccc(S(=O)(=O)Nc2cc3c(cc2C(C)=O)OCO3)cc1 (stereo unspecified)	-0.8	-0.7	93	-2	-15	0	1	-10	0.2	4	-0.3
6	O=C(Cc1ccccc1[N+](=O)[O-])NNC(=O)c1cccs1	3.4	-2.5	.	36	-13	14	3	-5	-0.7	10	-2.5
7	O=C(O)CCC(=O)NC1CCCCC1	1.9	-0.5	100	5	-7	-5	.	1	-2.2	3	0.5
8	O=C(CSc1nc(-c2ccco2)cc(C(F)(F)F)n1)N1CCCc2ccccc21	2.9	-2.3	103	20	.	5	-1	-9	0.3	12	1.5
9	Cc1nc(N)nc2c1CCCC2	4.2	-2.4	104	27	5	8	-8	1	2.0	13	4.1
10	CCOc1cc(NC(=S)NCC2CCCO2)c(OCC)cc1NC(=O)c1cccc(F)c1 (stereo unspecified)	-0.9	-0.5	100	-16	12	6	7	8	1.5	3	-0.7
11	NS(=O)(=O)c1cccc(NC(=O)COC(=O)CC2CC3CCC2C3)c1 (stereo unspecified)	3.8	2.3	112	7	13	0	24	3	2.2	-13	4.6
12	N#C/C(C(=O)Oc1ccccc1)=C1\C=Cc2ccccc2N1	2.2	-1.4	69	-3	-17	7	9	-7	-1.3	8	-0.5
13	NNS(=O)(=O)c1ccc(Cc2ncc(C(F)(F)F)cc2Cl)s1	0.2	-2.8	102	0	3	-10	-23	5	-1.5	16	2.7
14	COc1ccc(Oc2c(Cl)cnn(-c3ccccc3)c2=O)cc1	4.7	0.1	110	-9	-6	0	0	0	1.6	-1	2.7
15	CCc1c(C)nc2cc(-c3cccc(Br)c3)[nH]n2c1=O	4.7	1.2	102	31	-4	9	-2	-7	1.8	-6	4.7
16	COCCN1CCN(C(=O)c2cc(COc3cncc(Cl)c3)on2)CC1	1.4	-0.5	100	-4	-1	7	20	-3	.	3	.
17	Cc1ccc(C)c(NC(=O)CN(C)C(=O)c2cccc(S(=O)(=O)N3CCN(Cc4ccccc4)CC3)c2)c1	0.6	0.0	99	-6	6	2	13	-2	-0.2	0	0.1
18	O=C(COC(=O)Cc1n[nH]c(=O)c2ccccc12)Nc1ccc(Cl)cc1F	1.4	-2.9	104	12	10	-3	-26	-1	0.9	15	-0.5
19	COc1ccc(S(=O)(=O)NCc2ccc(C(=O)N(C)Cc3ccco3)cc2)cc1	2.8	-2.1	98	1	5	-4	5	-8	-1.2	12	0.6
20	COc1cc(/C=C(\NC(C)=O)C(=O)Nc2ccc(NC(C)=O)cc2)ccc1OC(C)=O	1.5	-0.3	103	7	0	-7	-3	4	0.2	2	2.7
21	CSc1cccc(NC(=S)N(CCCN2CCCC2)Cc2cccs2)c1	0.3	-0.3	.	20	103	-1	7	-3	0.4	1	-1.0
22	Cc1ccccc1NC(=O)Cc1nnc(SCC(=O)c2ccc(Br)cc2)n1C	1.9	-2.9	.	3	-4	-1	-24	-19	1.2	16	1.3
23	Cc1cc(C)c(S(=O)(=O)Nc2ccccn2)c(C)c1	2.3	-0.8	120	10	6	6	2	-2	-2.9	4	-0.3
24	CCSC1=NN2CCS(=O)(=O)N=C2S1	4.3	-1.8	98	10	-6	-6	3	1	-0.3	10	-1.6
25	COc1ccc2c(CC(=O)OCC(=O)Nc3cccc(C)c3)coc2c1	0.1	0.2	99	9	.	3	.	4	1.8	-1	-0.6
26	Cc1cccc(N2CCN(c3cccc(C)c3)C2c2cccnc2)c1	4.7	2.7	.	22	-4	-2	13	-10	1.7	-14	2.9
27	Cc1ccc(C(=O)OCC(=O)NC2CCCCC2)s1	0.1	-2.6	.	7	-4	-13	-21	-1	-4.9	12	-1.5
28	CC(C)(CC(=O)O)CC(=O)Nc1ccccc1Oc1ccccc1	4.0	-4.0	115	-2	-21	16	5	0	-2.2	21	1.8
29	CC(=O)N1N=C(c2ccco2)CC1c1ccc(Cl)o1 (stereo unspecified)	1.2	-2.7	.	-7	-10	-1	9	-1	2.4	14	1.5
30	O=C(CSc1nc2ccc(Nc3nc(N4CCOCC4)nc(N4CCOCC4)n3)cc2s1)NCc1ccco1	2.3	-3.1	108	2	-5	5	-40	-6	-0.7	15	0.5

# Compounds from the list above that contain a COOH group:
No.	Compound	phage Ecoli inh	MOR-DOR ag	Pemphigus Ab inh	Arrestin-AP2 inh	SUMO Mot1 rescue	Tat export inh	PfHsp90 yeast 2	PKA-R1A activ	E coli growth	MOR-DOR inv ag	AddAB inh
7	O=C(O)CCC(=O)NC1CCCCC1	1.9	-0.5	100	5	-7	-5	.	1	-2.2	3	0.5
28	CC(C)(CC(=O)O)CC(=O)Nc1ccccc1Oc1ccccc1	4.0	-4.0	115	-2	-21	16	5	0	-2.2	21	1.8

# (next part)
No.	Compound	phage Ecoli inh	MOR-DOR ag	Pemphigus Ab inh	Arrestin-AP2 inh	SUMO Mot1 rescue	Tat export inh	PfHsp90 yeast 2	PKA-R1A activ	E coli growth	MOR-DOR inv ag	AddAB inh
31	CC(C)CCNC(=O)c1ccc2c(SCC(=O)O)c3c(nc2c1)CCCC3	3.5	-2.0	112	10	1	22	10	-1	-0.3	11	2.5
32	Cc1[nH]c2ccccc2c1Cc1n[nH]c(=S)o1	5.3	-2.6	107	3	-11	2	-22	7	-1.3	13	3.4
33	Cc1cccc(C(=O)OCCN2CCOCC2)c1	1.5	-3.2	111	-15	-7	0	4	3	-0.9	16	9.3
34	O=C(Cn1nnc(-c2ccc(N3CCOCC3)cc2)n1)OC1CCCCC1	3.0	3.8	60*	4	-11	-16	-40	-6	0.7	-19	1.5
35	O=C1c2ccccc2S(=O)(=O)c2cc(C(=O)N3CCCC3)ccc21	2.2	-0.5	106	-3	-6	4	-8	-10	0.5	3	2.5
36	C=CCOC(=O)C1=C[C@@H](c2csc3ccccc23)C[C@@H](OCc2ccc(CO)cc2)O1	1.7	3.3	100	1	5	5	-37	-1	1.5	-19	3.2
37	COc1ccc(/C=N/NC(=O)Cc2csc(Nc3cccc(C(F)(F)F)c3)n2)cc1C	4.1	4.5	109	6	-1	-6	-14	5	0.9	-26	0.1
38	CC(=O)Nc1ccc(S[C@@H](CCN2CC[C@H](O)CCC2=O)c2ccccc2)cc1	2.7	-0.5	92	24	8	-6	22	-10	3.7	3	1.3
39	O=C(NC1(C(F)(F)F)N=C2SCCN2C1=O)c1ccccc1 (stereo unspecified)	-0.1	-3.6	89	6	-6	11	4	1	2.4	18	-1.9
40	Cc1cccc(C)c1OCC(O)CN(Cc1ccccc1O)C1CCCCC1 (stereo unspecified)	2.6	6.8	113	1	13	2	.	-4	-1.4	-33	2.0
41	CCc1ccc(NC(=O)CSc2nc(=O)n(CCCN(C)C)c3c2CCC3)cc1	0.8	-1.3	104	9	-27	4	.	-5	-1.9	7	-1.4
42	CCOc1cccc(C2C(C(=O)c3ccc(C)o3)=C(O)C(=O)N2Cc2ccncc2)c1 (stereo unspecified)	2.6	-3.3	110	26	36	-5	25	-17	-0.6	16	0.3
43	CCc1ccc(CNC(=O)C2CCC(=O)N2C2CCCCC2)cc1 (stereo unspecified)	1.0	-0.6	113	35	-8	0	.	-2	0.2	3	1.9
44	COCC(C)NC(=O)C(C)N1c2cccc3cccc(c23)S1(=O)=O (stereo unspecified)	1.9	-2.3	106	7	393	-4	-30	-1	-0.3	12	4.3
45	CN1CCCN(S(=O)(=O)c2ccc3c(c2)OCCO3)CC1	3.3	-2.2	102	3	-6	2	0	1	-1.9	10	0.3

# Filtered by structure: the compounds so far with an NH in an aromatic ring (three)
No.	Compound	phage Ecoli inh	MOR-DOR ag	Pemphigus Ab inh	Arrestin-AP2 inh	SUMO Mot1 rescue	Tat export inh	PfHsp90 yeast 2	PKA-R1A activ	E coli growth	MOR-DOR inv ag	AddAB inh
15	CCc1c(C)nc2cc(-c3cccc(Br)c3)[nH]n2c1=O	4.7	1.2	102	31	-4	9	-2	-7	1.8	-6	4.7
18	O=C(COC(=O)Cc1n[nH]c(=O)c2ccccc12)Nc1ccc(Cl)cc1F	1.4	-2.9	104	12	10	-3	-26	-1	0.9	15	-0.5
32	Cc1[nH]c2ccccc2c1Cc1n[nH]c(=S)o1	5.3	-2.6	107	3	-11	2	-22	7	-1.3	13	3.4

# (further entries)
No.	Compound	phage Ecoli inh	MOR-DOR ag	Pemphigus Ab inh	Arrestin-AP2 inh	SUMO Mot1 rescue	Tat export inh	PfHsp90 yeast 2	PKA-R1A activ	E coli growth	MOR-DOR inv ag	AddAB inh
46	COc1ccccc1Oc1coc2cc(OC(=O)N3CCOCC3)ccc2c1=O	3.4	-1.9	101	0	-8	0	.	3	4.0	9	3.1
47	COc1ccc(S(=O)(=O)N2CCCOC2CNC(=O)C(=O)NCc2cccnc2)cc1 (stereo unspecified)	0.0	-2.3	102	-7	7	-6	-4	-1	-0.2	12	-0.6
48	CCOC(=O)c1cc2occc2n1CC(=O)N1CCOCC1	2.3	-0.1	99	28	-21	-5	25	-8	1.2	1	2.5
49	CCCCCC1C(=O)C[C@@H]2CCN3C(=O)CCC[C@H]1[C@H]23 (stereo partly specified)	1.7	-3.8	114	35	.	-3	13	0	1.1	19	1.2
50	CC1(C)CC(=O)C2=C(C1)N=C1c3ccccc3C(=O)C1C2c1ccc(Cl)cc1 (stereo unspecified)	3.7	-1.1	84	9	-22	-6	0	1	-0.2	7	3.3
51	Cc1ccc(/C(N)=N/OC(=O)CSc2ccccc2)cc1	4.0	-0.2	92	-3	6	-2	1	0	1.5	2	0.4
52	CCN(CC)C(=O)COc1ccc(CC(=O)O)cc1OC	2.4	0.1	88	25	5	-5	-12	-3	-2.4	0	-1.8
53	COc1cc(C(=O)Nc2cccc(S(=O)(=O)N3CCCC3)c2)cc(OC)c1C	1.5	0.0	92	4	0	1	3	-3	0.0	0	1.6
54	O=C(Nc1cccc(S(=O)(=O)N2CCCCC2)c1)c1ccccn1	2.6	-3.5	117	2	-2	-4	-2	-11	2.6	17	1.4
55	NC(=O)COC(=O)C1c2ccccc2Oc2ccccc21	2.9	-3.0	408	-3	-1	-2	-19	-7	2.8	14	1.1
